KLK7 zymogen act: activates the human kallikrein-7 zymogen; hit rate 0.9% among 370,000; P49862; activation, % at 7 µM; purified proKLK7, EDANS-DABCYL substrate fluorescence; 100% is mature enzyme control, 0% vehicle;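 active = activation above the mean of all tested compounds plus 3 SD, computed per campaign excluding outliers beyond control limits, cut at about 13% in these data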
UHRF1 MBD2 ctr: human UHRF1 methylated DNA binding inhibitors; inhibition, % at 4.4 µM; hit rate 0.75% among 370,000; AID 687016; UHRF1 binding to methylated oligo, TR-FRET; Q96T88; in the data active = inhibition above about 21%;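 also: UHRF1 SRA domain binding a hemimethylated CpG hairpin DNA probe; 0% = median of test compound wells and 100% = reference inhibitor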
Tn7 DDE FP: inhibitors of Tn7 peptide binding to human fibrin DD(E). FP displacement of FITC-Tn7 peptide from fibrin DD(E); 0% = median of compound wells per plate. P02675. hit rate 0.13% among 370,000. inhibition, % at 8.3 µM;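 active = inhibition above the mean of compounds falling within the control limits plus 3 SD of them, cut at about 14% in these data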;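 also: 0% = plate median of compound wells and 100% = 10 µM Aha-Tn7 peptide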
Target sequence (P02675 whole entry, looked up): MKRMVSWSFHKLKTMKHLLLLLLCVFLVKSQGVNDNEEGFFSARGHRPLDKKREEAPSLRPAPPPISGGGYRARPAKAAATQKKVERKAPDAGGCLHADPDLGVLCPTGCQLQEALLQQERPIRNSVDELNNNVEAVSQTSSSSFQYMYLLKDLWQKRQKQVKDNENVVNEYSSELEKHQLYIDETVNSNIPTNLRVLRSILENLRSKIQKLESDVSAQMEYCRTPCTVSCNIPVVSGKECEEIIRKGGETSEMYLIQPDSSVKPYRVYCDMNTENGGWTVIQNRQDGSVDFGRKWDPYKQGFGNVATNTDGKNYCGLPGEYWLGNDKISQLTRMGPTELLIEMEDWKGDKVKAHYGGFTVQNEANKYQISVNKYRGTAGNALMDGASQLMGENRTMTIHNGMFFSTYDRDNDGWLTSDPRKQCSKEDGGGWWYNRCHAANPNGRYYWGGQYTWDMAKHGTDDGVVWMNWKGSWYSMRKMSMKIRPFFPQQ
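assay system = human clot-derived fibrin DD(E) complex | quantity = Fibrin-DD(E) at 2 µM final | timing = 10 min preincubation, 3 h with tracer, room temperature | signal = fluorescence polarization | measure = percent inhibition | benchmarks = high control wells with 10 µM unlabelled Aha-Tn7 peptide (full inhibition) | replicates = singlicate testing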
DDE Tn6 FP inh: DD(E)-Tn6 binding inhibition, primary FP screen. Fibrin DD(E) TRITC-Tn6 fluorescence polarization displacement. inhibition, % at 8.3 µM. hit rate 0.21% among 370,000. P02675. AID 720509;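 active = inhibition above a per-campaign cutoff: mean of compounds within control limits plus 3 SD, cut at about 15% in these data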;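 also: 0% = median of all compound wells on the plate and 100% = blocking peptide control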
ARFGAP1 inh: rat ARFGAP1 inhibition; Q62848; Arfgap1-stimulated ARF1 GTP hydrolysis, GDP FP detection; inhibition, % at 16.5 µM; hit rate 0.26% among 360,000;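 active = inhibition above a per-plate limit, mean inhibition of low control wells plus 3 SD, cut at about 25% in these data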;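 also: 0% = DMSO wells with enzyme and 100% = wells lacking Arfgap1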
Target sequence (Q62848 1-136 limits assumed): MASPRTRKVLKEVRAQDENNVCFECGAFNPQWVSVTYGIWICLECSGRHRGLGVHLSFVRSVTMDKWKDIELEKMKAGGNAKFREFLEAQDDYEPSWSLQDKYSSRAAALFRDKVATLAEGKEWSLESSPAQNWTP
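material = rat Arfgap1 catalytic domain, aa 1-136 | also added = human ARF1(Δ1-17)-GTP substrate | compound dosing = one concentration, 16.5 µM, DMSO 1.26% | times = GTP hydrolysis reaction 2 h at 25 °C | measured by = FP, GDP Alexa 633 tracer displaced from anti-GDP antibody, 620/688 nm | evaluation = percent inhibition of Arfgap1-stimulated GTP hydrolysis | replication = single well per compound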
ADAM17 inh: inhibitors of human ADAM17 | P78536 | hit rate 0.83% among 370,000 | inhibition, % at 6.95 µM | recombinant ADAM17, EDANS/DABCYL FRET peptide cleavage;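 active = inhibition above the mean of compounds lying between control limits plus 3 SD, set per campaign, cut at about 8.5% in these data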;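 also: 0% = DMSO-only wells as the low control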
PLC-beta3 inh: PLC-beta3 (human) inhibition, primary screen | hit rate 0.18% among 370,000 | Q01970 | inhibition, % at 12.2 µM | Purified PLC-beta3, fluorogenic substrate, fluorescence; in the data active = inhibition above about 11%;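 also: 0% = median of compound wells on plate and 100% = full blocker control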
PLCg1 inh: PLC-gamma1 (human) inhibition, primary screen. P19174. purified PLC-gamma1, fluorogenic substrate, fluorescence. inhibition, % at 12.2 µM. hit rate 0.84% among 370,000. AID 720700; in the data active = inhibition above about 9.5%
ASAP1 GAP inh: inhibitors of human ASAP1 ArfGAP activity | Q9ULH1 | ASAP1-stimulated ARF1 GTP hydrolysis, GDP FP detection | inhibition, % at 16.5 µM | hit rate 0.19% among 360,000; in the data active = inhibition above about 25%;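 also: 0% = vehicle with enzyme and substrate and 100% = no enzyme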
Target sequence (Q9ULH1 325-724 limits assumed): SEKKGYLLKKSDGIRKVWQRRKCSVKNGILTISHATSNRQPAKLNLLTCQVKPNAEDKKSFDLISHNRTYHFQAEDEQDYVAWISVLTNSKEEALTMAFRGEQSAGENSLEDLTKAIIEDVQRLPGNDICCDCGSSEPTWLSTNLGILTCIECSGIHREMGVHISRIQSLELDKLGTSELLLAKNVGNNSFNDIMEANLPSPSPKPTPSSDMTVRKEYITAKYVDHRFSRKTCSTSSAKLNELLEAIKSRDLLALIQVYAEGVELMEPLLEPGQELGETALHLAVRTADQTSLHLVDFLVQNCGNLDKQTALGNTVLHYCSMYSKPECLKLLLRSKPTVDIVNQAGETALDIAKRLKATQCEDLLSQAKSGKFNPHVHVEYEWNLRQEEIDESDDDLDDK
MBD2 inh: MBD2-methylated oligo binding inhibition. Q9UBB5. TR-FRET, MBD2 binding to methylated oligonucleotide. inhibition, % at 4.4 µM. hit rate 0.31% among 370,000. AID 686964; in the data active = inhibition above about 13%
* hit, by the source's call; . = not tested or not shown.

SMILES	KLK7 zymogen act	UHRF1 MBD2 ctr	Tn7 DDE FP	DDE Tn6 FP inh	ARFGAP1 inh	ADAM17 inh	PLC-beta3 inh	PLCg1 inh	ASAP1 GAP inh	MBD2 inh
O=C(O)C(Cc1ccccc1)N1C(=O)c2cccc3cccc(c23)C1=O (configuration not stated)	0.6	-6	5	-4	4	-3	-3	-6	12	-5
CCOC(=O)c1ccc(NC(=O)CSc2nc(N)c(NC(=O)c3ccc(Br)o3)c(=O)[nH]2)cc1	-0.1	-3	5	5	0	-1	-3	0	10	0
CN(c1ncnc(N)c1[N+](=O)[O-])C1CCCCC1	-0.2	1	-4	-8	7	-2	-10	3	-3	2
C=CCNC(=O)C1CCN(c2cncnc2)CC1	0.4	1	10	2	.	-6	-10	-9	.	4
COc1ccc(OC)c(/C=N/NC(=O)C(=O)N2CCCCCC2)c1	51*	-4	-9	2	6	-17	-49	-30	-1	-1
COc1ccccc1CNC(=O)C1CC(=O)N(c2ccc(C)c(C)c2)C1 (configuration not stated)	-0.4	3	7	5	-7	1	-4	-1	4	3
O=C(OC(C(=O)NC1CCCCC1)c1ccc(C(F)(F)F)cc1)c1ccco1 (configuration not stated)	-0.1	3	1	7	0	-4	-6	-1	9	1
Cc1ccc(CNC(=O)Cc2ccc(-n3c(=O)[nH]c4ccsc4c3=O)cc2)cc1	-0.1	3	-6	-7	5	1	1	-1	9	-2
O=C(c1ccc([N+](=O)[O-])o1)N1CCN(Cc2ccccc2)CC1	0.0	-1	7	1	1	-2	0	1	-6	-3
Cc1ccc(NC(=O)CCN2CCN(C)CC2)cc1	-0.5	-2	-7	-2	9	-6	-6	-2	9	1
Cc1noc(C)c1NC(=O)N(C)C[C@@H]1Oc2ccc(NC(=O)CCC(F)(F)F)cc2CC(=O)N([C@@H](C)CO)C[C@@H]1C	0.1	-4	9	3	-3	-4	1	-1	3	0
O=C(Cn1cnc2ccccc2c1=O)N(Cc1ccco1)c1ccc(O)cc1	-0.6	-3	2	7	-11	-2	1	2	0	4
COc1ccc(OC)c(-c2nnc(-c3ccc(C)o3)o2)c1	2.7	-3	5	2	-4	-364	-378	-304	7	-3
Cc1ccc(-n2nc3c(c2NC(=O)c2ccc4c(c2)OCO4)CS(=O)C3)c(C)c1 (configuration not stated)	0.3	-4	-2	4	-12	-1	1	-1	2	0
C/C(CC(C)C)=N/Nc1ccc([N+](=O)[O-])cc1[N+](=O)[O-]	0.0	1	-5	-2	13	-3	-14	-1	0	0

Part of the list above in another layout.
canonical_smiles: O=C(c1ccc([N+](=O)[O-])o1)N1CCN(Cc2ccccc2)CC1
  KLK7 zymogen act: 0.0	UHRF1 MBD2 ctr: -1	Tn7 DDE FP: 7	DDE Tn6 FP inh: 1	ARFGAP1 inh: 1	ADAM17 inh: -2	PLC-beta3 inh: 0	PLCg1 inh: 1	ASAP1 GAP inh: -6	MBD2 inh: -3
canonical_smiles: Cc1ccc(NC(=O)CCN2CCN(C)CC2)cc1
  KLK7 zymogen act: -0.5	UHRF1 MBD2 ctr: -2	Tn7 DDE FP: -7	DDE Tn6 FP inh: -2	ARFGAP1 inh: 9	ADAM17 inh: -6	PLC-beta3 inh: -6	PLCg1 inh: -2	ASAP1 GAP inh: 9	MBD2 inh: 1
canonical_smiles: Cc1noc(C)c1NC(=O)N(C)C[C@@H]1Oc2ccc(NC(=O)CCC(F)(F)F)cc2CC(=O)N([C@@H](C)CO)C[C@@H]1C
  KLK7 zymogen act: 0.1	UHRF1 MBD2 ctr: -4	Tn7 DDE FP: 9	DDE Tn6 FP inh: 3	ARFGAP1 inh: -3	ADAM17 inh: -4	PLC-beta3 inh: 1	PLCg1 inh: -1	ASAP1 GAP inh: 3	MBD2 inh: 0

New compounds follow:
SMILES	KLK7 zymogen act	UHRF1 MBD2 ctr	Tn7 DDE FP	DDE Tn6 FP inh	ARFGAP1 inh	ADAM17 inh	PLC-beta3 inh	PLCg1 inh	ASAP1 GAP inh	MBD2 inh
Clc1ccc2c(NCc3ccccn3)ccnc2c1	-1.4	0	-4	-5	16	-20	-20	-15	-5	-3
COc1ccccc1OCC#CCNC1CCCCC1C (configuration not stated)	0.5	-2	1	-4	8	0	2	1	11	5
CCOC(=O)c1nnsc1N	0.1	1	6	-1	-1	-1	-6	-1	14	0
CCCc1cc(=O)[nH]c(SCC(=O)Nc2cc(C)on2)n1	0.3	0	0	1	-13	-5	-6	-1	11	1
Cc1c(CC(=O)O)c(=O)oc2c(C)c(OCc3ccccc3Br)ccc12	-0.8	-1	7	-2	-15	-7	-10	-4	-14	-4
Cc1cc(Br)cc(Cl)c1OC(=O)c1ccncc1	0.4	8	3	-4	3	-6	1	4	-7	7
N=c1c2c(n(Cc3ccc(F)cc3)c3c1CCC3)CCC2	0.1	-2	2	4	-10	-3	2	1	6	3
CCOC(=O)C1(C)CCN1C(=O)c1ccccc1 (configuration not stated)	0.2	-1	-3	-2	-4	-1	3	6	1	3
COc1ccc(-n2cc(-c3ccccc3)c3c(=S)nc[nH]c32)cc1	0.1	0	-3	-7	10	5	-8	-4	14	14*
Cc1cc(=O)n(C)c(=O)n1CCCCCOc1cccc([N+](=O)[O-])c1	-0.3	0	-5	3	1	-3	4	1	0	-2
O=C(c1ccc(F)cc1)N1CCC(C(=O)N2CCN(Cc3ccc4c(c3)OCO4)CC2)CC1	0.6	-1	-5	-4	0	-5	-4	0	4	-4
C[C@@H]1CN([C@@H](C)CO)C(=O)CCCn2nncc2CO[C@H]1CN(C)C(=O)NC1CCCCC1	1.0	0	-4	2	-10	3	6	4	-17	-5
CC(=O)C1C(c2ccccc2)c2c(n[nH]c2C)CC1(C)O (configuration not stated)	-0.4	9	0	-2	-15	2	3	12*	3	6
CC1CN(C(=O)c2ccccc2)c2ccccc2NC1=O (configuration not stated)	0.0	0	5	6	-6	2	-2	1	-14	2
CCO[C@@H]1OC(C(=O)NCc2ccccc2)=C[C@H](c2coc3ccccc3c2=O)[C@H]1CCCO	0.7	0	5	-2	13	-3	0	0	-1	-2
COc1ccc(OC)c(S(=O)(=O)NCC(c2ccco2)N2CCc3ccccc32)c1 (configuration not stated)	0.3	-2	-2	3	5	3	-1	-3	-8	-2
O=C(C[n+]1cccc(C(=O)Nc2ccccc2)c1)c1ccccc1	-0.2	-2	-3	7	-6	0	-11	-6	-2	-2
COc1ccc(OC)c(Nc2nc(NCCO)c3ccccc3n2)c1	0.1	11	4	-5	-10	1	-9	-2	10	-6
CCN(CC)C(=O)c1nc[nH]c1C(=O)N1CCN(c2ccccc2)CC1	-0.3	-2	4	3	-6	-8	-3	-2	6	1
O=C(CN1CC(c2ccccc2)CC1=O)OCc1cccc(Br)c1 (configuration not stated)	0.0	2	-3	-3	-3	2	-2	0	10	0
CC(C)C#Cc1ccc2c(c1)O[C@@H](CN(C)S(=O)(=O)c1cn(C)cn1)[C@@H](C)CN([C@H](C)CO)S2(=O)=O	0.3	1	6	1	3	0	1	4	4	-6
CCN(c1ccccc1)S(=O)(=O)c1ccc(N)cc1	0.4	1	3	-9	4	-1	1	1	12	-5
CCOCCN1CCN(c2c3c(nc4cc(-c5ccc(F)cc5)nn24)CCC3)CC1	-0.1	3	-7	3	1	-4	-36	-28	7	-2
CC(=O)Nc1ccc(NC(=O)CSc2nnc(-c3ccc4c(c3)OCO4)o2)cc1	-0.2	0	1	0	-2	-1	-6	-2	3	-4
Cc1ccc(OCC(=O)OCC(=O)NC2CCCC2)cc1C	0.0	4	-2	-5	-2	-2	-2	1	-5	8
Cc1cc(C)n(C(=O)Cn2nc([N+](=O)[O-])c(Br)c2C)n1	-0.1	-2	1	4	5	-3	2	0	2	1
O=C(CN(C(=O)CCC(=O)Nc1nccs1)C1CCCC1)NCc1ccc2c(c1)OCO2	-0.5	-4	3	7	11	-4	2	1	7	-1
c1ccc2c(c1)OCC(c1nn3c(Cn4nnc5ccccc54)nnc3s1)O2 (configuration not stated)	-0.3	-2	1	-3	1	-3	-1	3	-5	1
O=C(O)CC(NC(=O)CC(c1ccccc1)c1ccccc1)c1cccc([N+](=O)[O-])c1 (configuration not stated)	0.4	6	0	12	5	5	1	9	14	-4
CC(C)(C)c1nc(N)nc(=O)[nH]1	-0.2	6	-3	7	-2	-3	-6	0	8	1
O=C(c1cccnc1)N(Cc1ccccc1)C1(C(=O)Nc2ccccc2)CCCCC1	0.1	6	0	8	3	1	4	2	5	0
CCN1CCN(C(C)CCc2ccccc2)CC1 (configuration not stated)	0.1	0	-6	5	-3	-4	-7	-1	-13	-2
CCn1cc(/C=C2\SC(=O)N(CC(=O)Nc3ccc4c(c3)OCO4)C2=O)c2ccccc21	-0.7	0	-8	-3	5	0	5	2	11	2
c1ccc(C2=NNC(c3ccco3)=Nc3ccccc32)cc1	0.3	-3	4	0	-3	-1	-1	4	-2	4
O=c1cc(-c2cccc(Cl)c2)oc2cccc(O)c12	0.3	2	-9	2	3	1	-6	5	3	0
O=C(c1ccc([N+](=O)[O-])s1)N1CCN(c2cccc(Cl)c2)CC1	-0.3	-7	9	3	-2	5	4	1	-4	-12
Cc1cc(NN)nc(NS(=O)(=O)c2ccccc2Cl)n1	-0.3	-4	0	-3	4	-6	-7	0	5	-5
O=C(OCc1nnc(-c2ccc(Cl)cc2)o1)c1ccncc1	-0.5	-1	-2	-5	-3	-4	-4	-4	1	6
COc1cc(CC(=O)NCc2ccc3c(c2)OCO3)cc(OC)c1OC	-0.3	-1	-6	-1	-7	-1	3	2	2	-1
COc1cc(N)ccc1-c1cc2ccccc2oc1=O	-0.1	-2	-2	-2	-11	-11	-110	-85	-15	-2
CCC(C)C(=O)Nc1nc2c(s1)C(=O)CC(C)(C)C2 (configuration not stated)	-1.6	0	-5	3	1	0	7	2	6	0
COc1ccc(CNC(=O)c2ccc(-c3ccccc3)cc2)cc1	0.5	0	6	-1	-18	-5	2	1	-1	-6
COc1ccc2nc3oc(C(=O)N4CCN(c5ccccc5F)CC4)cc3cc2c1	0.3	0	-3	5	3	-8	-9	-9	5	2
COc1ccc(C2C(C(C)=O)=C(C)N=c3s/c(=C\c4ccc5c(c4)OCO5)c(=O)n32)c(OC)c1 (configuration not stated)	0.3	-2	5	6	1	-7	1	-3	5	1
O=C(Nc1ccccc1N1CCN(c2ccccc2)CC1)c1ccccc1	0.0	2	3	6	7	5	-5	-2	-2	3
O=C1CSC(c2ccc3c(c2)OCO3)N1c1ccc(Oc2ccccc2)cc1 (configuration not stated)	0.2	2	4	-5	3	1	-5	0	8	0
Cc1c(CN(C)C(=O)/C=C/c2ccc([N+](=O)[O-])cc2)cnn1C	0.3	-4	-4	5	20	1	6	4	-8	-7
Cn1c(SCC#N)nnc1-c1cnccn1	-0.6	1	-6	0	12	-3	-2	-1	-1	6
O=C(NCc1ccncc1)Nc1ccc2c(c1)OCO2	-0.1	2	11	1	-13	-2	2	0	2	0
O=C(Nc1ccccc1N1CCOCC1)c1cc(Br)c(Br)s1	0.1	2	4	-1	10	-5	-7	2	13	-5
Cc1cccc(C)c1NC(=O)C1(C)CSCC(=O)N1CC(F)(F)F (configuration not stated)	0.4	1	7	4	7	-5	3	2	-13	-4
CCC(C(=O)NC1CCCCC1)n1c(SCc2ccc(F)cc2)nc2ccncc21 (configuration not stated)	0.1	-1	0	1	-15	2	2	1	3	4
